Source: PubChem (National Center for Advancing Translational Sciences (NCATS))
S3 lipid droplet: qHTS Assay for Lipid Storage Modulators in Drosophila S3 Cells | Drosophila S3 cells, BODIPY lipid droplet fluorescence, 18-24 h; cells fed with added oleic acid | Potency in µM for hits, for the others lipid storage change, negative = inhibition, % at the top dose, mostly 46.1 µM | 320,000 compounds, 0.64% hits; active means well fitted inhibition curve with a large enough effect in the signal ratio, with a control signal flat, not every such curve was filed as active; inconclusive means small, poorly fitted or top-dose-only effect, or effect the other way, or a change in a side signal; the % refers to the signal ratio
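Drosophila S3 cells got compounds at several concentrations plus oleic acid (400 uM solution). Laser-scanning cytometry with 488 nm excitation read lipid droplets at 500-530 nm and cells at 575-640 nm. Percent activity was relative to 20 uM Triacsin C.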
S3 lipid droplet cell count max: also measured in S3 lipid droplet; calls as there; cell number change, %; measured here: cell count max response;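 cells counted by Cell Tracker Red CMTPX staining in the red channel; peak over a dose series mostly up to 46.1 µM; percent activity relative to internal control wells on each plate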
Active calls of the source: *; i = inactive; ? = inconclusive; · = not tested or not shown; [ ] = remark or other dose. On the % scale 0 is the no-effect control and ±100 the full control effect; potency means the concentration at half of the fitted maximal effect. These rows are one share of the data. The share of hits here may be higher or lower than overall.

S3 lipid droplet | S3 lipid droplet cell count max | mol
? | · | O=C(COC(=O)Cc1ccccc1F)Nc1ccc(F)cc1F
? | · | O=C(COc1ccccc1)Nc1cccc(-c2nc3cc4ccccc4cc3[nH]2)c1
? | · | CC1CCc2cc(F)ccc2N1C(=O)CCl (stereo not drawn)
? | · | Cc1ccc(Cn2c(=O)sc3ccccc3c2=O)cc1
-4%[9.22 µM] | 3 | COc1cc(NC(=O)Cn2cnc3ccccc3c2=O)c(OC)cc1Cl
? | · | O=C(O)/C=C\C(=O)Nc1ccc(N2CCN(c3cccc(Cl)c3)CC2)cc1
18% | 12 | O=C(NCc1ccccc1)NC1CCS(=O)(=O)C1 (stereo not drawn)
? | · | C=CCSc1nnc2n(-c3ccccc3OC)c(=O)c3c4c(sc3n12)CCC4
? | · | Cc1cnc(NC(=O)CSc2nnc3ncccn23)s1
? | · | Cc1ccccc1NC(=O)Cn1c(=O)oc2ccccc21
? | · | c1ccc(-c2csc3nnc(SCc4ccc5c(c4)OCO5)n23)cc1
? | · | CCOc1ccc2nc(NC(=O)C(NS(=O)(=O)c3cccc4nsnc34)C(C)C)sc2c1 (stereo not drawn)

Going on with the list.
S3 lipid droplet | S3 lipid droplet cell count max | mol
i | -2 | Cc1nnc(NC(=O)CN2CCN(Cc3ccccc3Cl)CC2)s1
-19% | -6 | Cc1cccc(NC(=O)CCC(=O)N/N=C/c2cc([N+](=O)[O-])ccc2O)c1
-8% | -13 | O=C(NCCCO)/C(=C\c1ccco1)NC(=O)c1ccco1
? | · | O=C(CSCc1ccc(Br)cc1)NCc1ccccn1
-1% | 11 | COc1ccc(S(=O)(=O)Cc2ccc(C(=O)NCCCN3CCc4ccccc4C3)o2)cc1
7% | 19 | Cc1nnc(NC(=O)C2CCCO2)s1 (stereo not drawn)
-24% | 7 | CC(CN1CCCCC1)OC(=O)COc1ccc(Cl)cc1 (stereo not drawn)
? | · | CC(NC(=O)c1ccc2ccccc2n1)c1ccc(S(N)(=O)=O)cc1 (stereo not drawn)
0% | -1 | O=C(CSc1ccc(-c2ccco2)nn1)NCc1ccc(Cl)cc1
i | 31 | O=C(CCc1ccc(F)c(F)c1)NC1CCCN(Cc2ccc(Cl)cc2)C1 (stereo not drawn)
21% | -23 | CS(=O)(=O)c1ccc(NC(=O)CCCc2nc3ccccc3c(=O)[nH]2)cc1
-8% | 19 | O=C(CC(=O)NN=C1CCCCCC1)NCc1cccnc1

Of the compounds above, these contain an aryl methoxy group.
S3 lipid droplet | S3 lipid droplet cell count max | mol
-4%[9.22 µM] | 3 | COc1cc(NC(=O)Cn2cnc3ccccc3c2=O)c(OC)cc1Cl
? | · | C=CCSc1nnc2n(-c3ccccc3OC)c(=O)c3c4c(sc3n12)CCC4
-1% | 11 | COc1ccc(S(=O)(=O)Cc2ccc(C(=O)NCCCN3CCc4ccccc4C3)o2)cc1

Next results
S3 lipid droplet | S3 lipid droplet cell count max | mol
-20% | -9 | N#C/C(=C/c1ccc(N2CCCC2)c([N+](=O)[O-])c1)c1nc2ccccc2[nH]1
6% | 2 | COc1ccc(CN(CC(=O)NC2CCCC2)C(=O)CCC(=O)Nc2cc(C)on2)cc1
0% | -17 | Cc1ccccc1Nc1nc(N)nc(COC(=O)CC2CC3CCC2C3)n1 (stereo not drawn)
? | · | CCOC(=O)c1c(SC)nc(SC)c2c1CCC2
-6% | · | OCCCc1n[nH]c(=S)n1-c1ccccc1
? | · | O=C(O)CC/C(=N\Nc1ccc([N+](=O)[O-])cc1)c1ccccc1
? | · | COc1ccc2c(c1)CCCN2S(=O)(=O)c1ccc(Cl)cc1
i | 14 | COc1ccc(N=CC2=C(O)CCCC2=O)cc1
? | · | COc1ccccc1C(=O)N1CCN(Cc2nc3cc([N+](=O)[O-])ccc3n2C)CC1
? | · | COc1ccc(Cc2nnc(Cl)c3ccccc23)cc1OC
? | · | COc1ccccc1NC(=O)CN1CCN(C2c3ccccc3-c3ccccc32)CC1
? | · | Cc1ccc(CNC(=O)c2ccc(COc3ccccc3)cc2)cc1

A different layout for 5 compounds above:
SMILES | S3 lipid droplet | S3 lipid droplet cell count max
Cc1ccccc1Nc1nc(N)nc(COC(=O)CC2CC3CCC2C3)n1 (stereo not drawn) | 0% | -17
CCOC(=O)c1c(SC)nc(SC)c2c1CCC2 | ? | ·
OCCCc1n[nH]c(=S)n1-c1ccccc1 | -6% | ·
O=C(O)CC/C(=N\Nc1ccc([N+](=O)[O-])cc1)c1ccccc1 | ? | ·
COc1ccc2c(c1)CCCN2S(=O)(=O)c1ccc(Cl)cc1 | ? | ·

Carrying on:
S3 lipid droplet | S3 lipid droplet cell count max | mol
? | · | FC(F)(F)c1cc(-c2ccco2)nc(NCc2ccc(Cl)cc2)n1
3% | 9 | COc1ccc(Cl)cc1NC(=O)Nc1ccc(Br)cn1
-2% | 1 | Cc1nc2nc(SCc3nc4ccccc4[nH]3)[nH]c2cc1Br
? | · | Nc1c(C(=O)NCc2ccco2)nnn1-c1ccccc1
4% | 8 | COC(=O)c1c(N2C(=O)[C@H]3[C@@H](C2=O)[C@]2(C(=O)Nc4ccccc42)N2CCC[C@@H]32)sc(C)c1C
? | · | CN(C)c1nc(Cl)nc(NCCOc2ccccc2)n1
i | · | Cc1ccc(NCCC(=O)c2cccc([N+](=O)[O-])c2)c(C)c1
i | · | CCOc1ccccc1NC(=O)COc1ccc2c(c1)OCO2
? | · | CCOc1ccccc1NC(=S)NC1CCCCC1
? | · | Cc1cc(NC(=O)CCC(=O)N(CC(=O)NCC2CCCO2)c2cccc(C)c2C)no1 (stereo not drawn)
7% | -8 | Cc1cccc(OC(C)C(=O)N2CCCc3ccccc32)c1 (stereo not drawn)
14% | 10 | Cc1cc(N2CCN(Cc3cn(C)nc3-c3cccc(Cl)c3)CC2)cc(C)n1

Other results
S3 lipid droplet | S3 lipid droplet cell count max | mol
? | · | CC[N+](CC)(CC)CCOc1ccc(/C=C/c2ccccc2)cc1
20% | -6 | COc1ccccc1-c1nnc(NC(=O)c2ccc3ncsc3c2)o1
? | · | O=[N+]([O-])c1ccc(CNc2ccc(F)cc2)s1
-17% | -8 | CCN(CC(=O)NCc1cccs1)C(=O)/C=C/c1ccc(C)cc1
i | · | COc1ccccc1NC(=O)COc1cc(Br)c(CNCCCN2CCOCC2)cc1OC
-7% | 7 | O=C(Nc1cc(C(F)(F)F)ccc1Cl)C(Sc1ccccn1)c1ccccc1 (stereo not drawn)
-4% | -10 | Cc1c(C(=O)Nc2ccc(F)cc2)nnn1-c1cccc(C(F)(F)F)c1
1% | 5 | CCCCCc1ccc(-c2ccc(OC)cc2)nc1
? | · | CCCOc1ccccc1NC(=O)c1c(-c2ccccc2)noc1C
-18% | 1 | O=C(Nc1ccccc1)C(O)C(O)C(=O)Nc1ccccc1 (stereo not drawn)
22% | -12 | Oc1ccc2ccccc2c1C=Nc1ccccc1Br
? | · | Cc1cc(N/N=C/c2ccc(O)cc2)c2cccc(C)c2n1

Next part:
S3 lipid droplet | S3 lipid droplet cell count max | mol
? | · | CC1CCN(C(=O)c2ccc(S(=O)(=O)N3CCOCC3)cc2)CC1
? | · | Cc1cc(/C=C/C(=O)O)c(C)n1-c1ccc(Cl)cc1
i | 8 | CN(C)c1ccc(S(=O)(=O)N(C)C)cc1NC(=O)Cc1cccc2ccccc12
? | · | COc1ccc(C2c3[nH]c4ccccc4c3C[C@H]3C(=O)N(CCCO)CC(=O)N23)c(OC)c1 (stereo partly drawn)
8% | -10 | CCOC(=O)CC(=O)CSc1ncc(C(=O)OCC)c(N)n1
? | · | Cn1ccnc1C(O)c1ccco1 (stereo not drawn)
? | · | O=C(NC(=O)N1CCCCC1)c1ccc(Cl)cc1
? | · | CC(OC(=O)Cc1ccc(Cl)cc1)C(=O)NC1CCCCC1C (stereo not drawn)
? | · | Cc1nn(C)c(C)c1S(=O)(=O)N(CC(=O)NCCCN1CC(C)CC(C)C1)c1ccc(C(C)C)cc1 (stereo not drawn)
? | · | Cc1ccc2nc(SC(C)C(=O)N3CCCCC3)[nH]c2c1 (stereo not drawn)
? | · | COCCNC(=O)CN(c1cc(Cl)ccc1OC)S(=O)(=O)c1ccc(C)c([N+](=O)[O-])c1
13% | -5 | Cc1cc(NC(=O)C(C)C)ncc1NC(=O)Cc1ccccc1

Entries of single compounds as entered above.
Results for Cn1ccnc1C(O)c1ccco1 (stereo not drawn) : S3 lipid droplet = ?; S3 lipid droplet cell count max = ·
Results for COc1ccc(CN(CC(=O)NC2CCCC2)C(=O)CCC(=O)Nc2cc(C)on2)cc1 : S3 lipid droplet = 6%; S3 lipid droplet cell count max = 2
Results for Cc1cccc(OC(C)C(=O)N2CCCc3ccccc32)c1 (stereo not drawn) : S3 lipid droplet = 7%; S3 lipid droplet cell count max = -8

More structures follow.
S3 lipid droplet | S3 lipid droplet cell count max | mol
? | · | COC(=O)c1c(NC(=O)CN2CCN(Cc3ccc4c(c3)OCO4)CC2)sc(C)c1C
? | · | COc1cccc(NC(=O)CN(C)C(=O)c2cc(S(=O)(=O)NCc3ccccc3)ccc2C)c1
? | · | CCOC(=O)c1c(NC(=O)COc2ncnc3ccccc23)sc(C(C)=O)c1C
? | · | COC(=O)CN1CCN(C(=O)c2ccc(F)cc2)c2ccccc2C1
? | · | CS(=O)(=O)NCc1ccc(C(=O)NCc2ccccc2)cc1
i | -6 | CCn1c(SCC(=O)Nc2ccc3c(c2)OCO3)nnc1-c1ccccc1O
? | · | O=C(Nc1ccon1)c1sc2cc(Cl)ccc2c1Cl
7% | 9 | COc1ccc(C(C(=O)Nc2ccc(C(C)C)cc2)N(C)C(=O)c2ccc(=O)[nH]c2)cc1 (stereo not drawn)
? | · | FC(F)(F)c1nc(Oc2ccccc2)c2ccccc2n1
? | · | CN(C)C/C(Cl)=C(\Cl)c1ccccc1
? | · | CCOc1ccccc1CN1C(=O)NC2(CCCCCC2)C1=O
24%[9.22 µM] | -3 | CC(C)OC(=O)c1ccc(COC(=O)c2cnccn2)cc1

Later entries.
S3 lipid droplet | S3 lipid droplet cell count max | mol
i | 16 | CC(=O)Nc1ccc(S(=O)(=O)NC(C)c2nc(-c3ccccc3)no2)cc1 (stereo not drawn)
24% | 19 | O=C1CSC(c2ccccc2)N1c1nnc(C23CC4CC(CC(C4)C2)C3)s1 (stereo not drawn)
? | · | COc1cccc(NC(=O)CCc2nnc3ccc(NCc4ccco4)nn23)c1
? | · | O=C(c1ccccc1F)N1CCN(S(=O)(=O)c2ccc3c(c2)OCCO3)CC1
? | · | COc1ccc(N(CC(=O)Nc2ccccc2OC)S(=O)(=O)c2ccc(OC)c(OC)c2)cc1
? | · | O=C(OCc1nc2ccccc2s1)C1CCN(C2=NS(=O)(=O)c3ccccc32)CC1
i | -15 | CCCN(CCC)CCCNC(=O)C1CCC(CNS(=O)(=O)c2cccc3nsnc23)CC1 (stereo not drawn)
? | · | O=S(=O)(NC1CC1)c1ccc(S(=O)(=O)N2CCCC(c3nc(-c4cccnc4)no3)C2)cc1 (stereo not drawn)
22% | -6 | O=C(c1ccc2nc(Cc3cccc(Cl)c3)oc2c1)N1CCC(O)CC1
? | · | N#CC(c1ccc(O)cc1)c1ncc(C(F)(F)F)cc1Cl (stereo not drawn)
? | · | O=C(O)c1cc(Cl)c2ccccc2c1O
3% | -6 | Cc1nnc2sc(SCc3ccc(Cl)cc3)nn2c1=O

New compounds follow:
S3 lipid droplet | S3 lipid droplet cell count max | mol
? | · | CC(=O)N1CCc2c(sc(NC(=O)CCS(=O)(=O)c3ccccc3)c2C(N)=O)C1
? | · | CC(C)N1CCC2(CC1)C(C#N)=C(N)NC(S)=C2C#N
? | · | COc1ccccc1CN(C(=O)CNC(=O)c1ccco1)C(C(=O)NCC1CCCO1)c1ccccc1 (stereo not drawn)
? | · | COc1ccc(CNc2ccc(S(N)(=O)=O)cc2)c(OC)c1OC
4% | 1 | O=C(CN1CCOCC1)NNc1nc(-c2ccccc2)c2cc(Br)ccc2n1
14% | 8 | Cc1ccccc1C(=O)N/N=C/c1ccccn1
? | · | COc1ccc(NS(=O)(=O)c2cccs2)cn1
5% | -14 | CCn1cc(C(=O)NCCCN2CCCC2)c(=O)c2cc(S(=O)(=O)N3CCc4ccccc4C3)ccc21
-4% | -14 | Cc1[nH]c2ccccc2c1/C=C/c1nc2ccccc2c(=O)n1-c1ccc([N+](=O)[O-])cc1
25% | -20 | COc1ccccc1N1CCN(C(=O)c2ccc3c(Cl)c4c(nc3c2)CCCC4)CC1
6% | -2 | COc1cc(NC(=O)c2ccnnc2)cc(C(=O)Nc2cccc(C(F)(F)F)c2)c1
? | · | COc1ccc(N(CC(=O)NN=C2CCCC2)S(=O)(=O)c2ccccc2)cc1

Other entries:
S3 lipid droplet | S3 lipid droplet cell count max | mol
-5% | -2 | CSc1nnc(C)c(=O)n1COC(=O)c1ccc(S(=O)(=O)N2CCOCC2)cc1
i | 17 | N#CCNC(=O)C1c2ccccc2Oc2ccccc21
? | · | COc1ccc(N=C(c2ccccc2)c2c(C)[nH]n(-c3ccccc3)c2=O)c(OC)c1
-8%[9.22 µM] | 0 | COc1ccc(NC(=O)C(CCSC)NC(N)=O)cc1NS(=O)(=O)c1ccc(F)cc1 (stereo not drawn)
? | · | C/C(=C1/C(=O)N(c2ccc([N+](=O)[O-])cc2)N=C1c1ccccc1)N(C)C
